Source: PubChem
ELG1 genotoxic: genotoxicity induction in ELG1-luciferase HEK293T cells. HEK293T ELG1-luciferase reporter, luminescence, 16 h. Potency, µM (series often up to 46 µM), for the others: at the top dose activity change, positive = activation, most hits filed as activators. actives 1.3% (n = 330,000). AID 504466; also: potency is read from the fitted curve at half-maximal effect; % of control where 0% means no effect; nearly all actives have a fitted effect of over 60% in size
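Screening used a luciferase reporter fused to human ELG1 in HEK293T cells. Luminescence was read on a CCD plate imager after 16 hr exposure and 30 min ONE-Glo incubation.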
uPA generation: inhibitors of cell surface uPA generation; cell surface uPA generation assay, qHTS; AID 540303; actives 0.31% (n = 330,000); Potency, µM (titrated, usually from 38.3 µM), inactives show at the highest dose activity change, negative = inhibition, usual class: inhibitors; active = well fitted inhibition curve with a large enough effect; inconclusive = small, poorly fitted or top-dose-only effect; inactive = no such curve, though single readings can be large or run the other way; tested in mouse RAW 264.7 cells; also: potency is read from the fitted curve at half-maximal effect; % is scaled to controls: 0 for no effect and ±100 for the full control effect; nearly all actives have a fitted effect of over 55% in size
KCNH2 3.1 inh: inhibitors of human KCNH2 3.1 potassium channel isoform; AID 720553; activity change, % (tested at about 1.8 µM); U2OS KCNH2 3.1, thallium flux FluxOr; hits give low values; actives 0.95% (n = 340,000);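 active = maximum activity change below -70%; inconclusive = maximum activity change from -70% to -50%; inactive = maximum activity change above -50%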;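 also: thallium influx rate constant from kinetic fluorescence after stimulation buffer; % is scaled to controls: 0 for no effect and ±100 for the full control effect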
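U2OS cells transduced with KCNH2 3.1 mutant virus (1.77 x 10^8 /mL, 4 h), plated overnight at 37 C, loaded 45 min with FluxOr dye plus Red40 quencher. Thallium flux rate constant from kinetic reads after stimulation buffer, normalised to controls.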
RORg inh: blocks mouse ROR gamma transcriptional activity. actives 5.4% (n = 310,000). Drosophila S2 Gal4-RORgamma UAS-luciferase reporter, 20 h. AID 2551. Potency, µM (series often up to 53.6 µM), for inactives: at the highest dose activity change, negative = inhibition, actives largely listed as inhibitors. P51450; also: potency is read from the fitted curve at half-maximal effect; % is scaled to controls: 0 for no effect and ±100 for the full control effect; nearly all actives have a fitted effect of over 60% in size
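Stably transfected Drosophila Schneider cells are the test system, with ROR gamma fused to Gal4 and luciferase under UAS control; luminescence is read after 20 hr of 700 uM copper sulfate induction at ambient temperature.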
FLuc modulator: inhibits or activates purified firefly luciferase, miR-21 counter-screen. actives 6.9% (n = 360,000). Potency, µM (series often up to 57.5 µM), inactives show at the highest dose activity change, negative = inhibition, actives largely listed as inhibitors. P08659. AID 588342. purified FLuc, Km substrates, luminescence inhibition;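 also: potency is read from the fitted curve at half-maximal effect; plate controls were vehicle for no effect and reference inhibitor for full effect; nearly all actives have a fitted effect of over 55% in size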
Target sequence (P08659 whole entry, looked up): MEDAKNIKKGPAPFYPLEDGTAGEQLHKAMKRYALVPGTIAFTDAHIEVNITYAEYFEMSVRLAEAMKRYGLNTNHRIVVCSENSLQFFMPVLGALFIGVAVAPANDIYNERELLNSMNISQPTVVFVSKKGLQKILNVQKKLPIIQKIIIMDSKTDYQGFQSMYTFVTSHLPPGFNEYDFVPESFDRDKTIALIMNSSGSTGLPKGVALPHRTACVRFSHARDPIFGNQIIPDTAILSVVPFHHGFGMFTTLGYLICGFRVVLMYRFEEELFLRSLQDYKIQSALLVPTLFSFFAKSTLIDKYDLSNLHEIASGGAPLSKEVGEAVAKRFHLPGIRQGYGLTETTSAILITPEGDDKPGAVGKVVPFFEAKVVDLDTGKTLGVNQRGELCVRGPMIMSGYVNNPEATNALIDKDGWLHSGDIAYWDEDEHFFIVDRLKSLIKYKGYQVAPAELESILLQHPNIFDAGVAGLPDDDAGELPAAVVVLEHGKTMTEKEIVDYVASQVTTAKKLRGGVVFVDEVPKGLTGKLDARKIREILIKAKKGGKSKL
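Purified P. pyralis luciferase, 10 nM final, with Km-level 10 uM D-luciferin and 10 uM ATP in 50 mM Tris acetate pH 7.5, 10 mM Mg acetate, 0.01% Tween-20, 0.05% BSA; 6-point qHTS titration about 60 µM downward; luminescence read.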
Gal4-VP16 FLuc: inhibits Gal4-VP16 luciferase reporter, ROR gamma counter-screen; Potency, µM (titrated, usually from 53.6 µM), for inactives: at the highest dose activity, negative = inhibition, hits mostly inhibitors; actives 3.5% (n = 310,000); AID 2546; Drosophila S2 Gal4-VP16 UAS-luciferase, luminescence, 20 h;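 also: Gal4-VP16 expression switched on by copper sulfate through the metallothionein promoter; potency is read from the fitted curve at half-maximal effect; % is scaled to controls: 0 for no effect and ±100 for the full control effect; nearly all actives have a fitted effect of over 50% in size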
Giardia kill: kills Giardia lamblia. Giardia lamblia trophozoite viability. activity change, % at 7.66 µM, hits read low. actives 0.15% (n = 340,000); in the data active = activity change below about -80%; inconclusive = between about -30% and that limit;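 also: parasites exposed to compound for two days anaerobically before the ATP read; % is scaled to controls: 0 for no effect and ±100 for the full control effect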
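Luminescence from cellular ATP indicates surviving trophozoites (100 cells/well) following 48 hrs anaerobic compound treatment at 37 deg C; signal develops 15-30 min at room temperature.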
Tb PFK block: inhibitors of T. brucei phosphofructokinase; T. brucei PFK, ADP-Glo luminescence; Potency, µM (doses to about 57.5 µM), inactives show at the highest dose activity, negative = inhibition, hits mostly inhibitors; actives 0.17% (n = 330,000); AID 485367;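 also: potency is read from the fitted curve at half-maximal effect; 0% = uninhibited 1x PFK enzyme wells and -100% = no-enzyme wells; nearly all actives have a fitted effect of over 60% in size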
Target sequence (O15648 whole entry, looked up): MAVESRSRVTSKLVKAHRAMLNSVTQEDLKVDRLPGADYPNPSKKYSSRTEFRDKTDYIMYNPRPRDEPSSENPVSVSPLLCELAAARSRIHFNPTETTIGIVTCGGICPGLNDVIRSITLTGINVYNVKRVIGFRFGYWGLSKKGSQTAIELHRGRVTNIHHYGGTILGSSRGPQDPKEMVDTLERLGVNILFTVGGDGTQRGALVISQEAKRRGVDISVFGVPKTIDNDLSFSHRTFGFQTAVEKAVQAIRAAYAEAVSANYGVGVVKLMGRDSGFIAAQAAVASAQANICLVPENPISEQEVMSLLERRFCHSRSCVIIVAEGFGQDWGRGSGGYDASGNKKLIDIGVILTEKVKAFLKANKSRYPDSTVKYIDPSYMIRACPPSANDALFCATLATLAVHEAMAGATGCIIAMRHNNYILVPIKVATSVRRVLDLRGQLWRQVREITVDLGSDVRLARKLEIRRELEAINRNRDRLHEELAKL
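PFK 1.25 nM, F6P 0.5 mM, ATP 0.1 mM, 0.1 M TEA pH 8.0, 5 mM MgCl2, 0.01% Tween20, 0.1% BSA; 45 min RT. ADP-Glo readout. qHTS titration up to 57 uM; curves fitted, compounds curve-classed.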
NPC1 promoter act: activates the NPC1 promoter; actives 2.4% (n = 320,000); Huh7 NPC1 promoter luciferase reporter, 24 h; Potency, µM (series often up to 9.22 µM), for inactives: at the top dose activation, most hits filed as activators; AID 485313;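 also: potency is read from the fitted curve at half-maximal effect; % of control where 0% means no effect; nearly all actives have a fitted effect of over 60% in size; reporter is driven by a mutant NPC1 promoter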
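Compounds in DMSO were transferred onto Huh7 NPC1-luciferase reporter cells pre-incubated 2 h; after 24 h at 37 °C, Amplite reagent was dispensed and luminescence recorded 10 min later.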
Coupling enz: counter-screen for Giardia aldolase inhibitors: coupling enzyme system | coupling enzyme system counterscreen, AmpLite Red fluorescence | activity change, negative = inhibition, % at 58.2 µM, hits read low | actives 0.67% (n = 290,000) | AID 2472; in the data active = activity change below about -30%; also: % is scaled to controls: 0 for no effect and ±100 for the full control effect
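Fluorescence at 525 nm excitation and 598 nm emission measured inhibition of the coupled detection system without aldolase. Compounds (at 57.5 uM final) were preincubated 10 min at room temperature with coupling enzyme reagent before a 20 min substrate/AmpLite Red step.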
Rab9 promoter act: activators of Rab9 promoter. AID 485297. actives 2.8% (n = 320,000). Huh7 Rab9 promoter-luciferase reporter, luminescence, 24 h. Potency, µM (titrated, usually from 9.22 µM), without a hit: at the highest dose activation, negative = inhibition, most hits filed as activators; also: potency is read from the fitted curve at half-maximal effect; % of control where 0% means no effect; nearly all actives have a fitted effect of over 60% in size
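Huh7 cells stably carrying Rab9 promoter–luciferase reporter, plated 1500 cells/well, compound added after 2 h and incubated 24 h at 37 °C; luciferase luminescence then read after 10 min with detection reagent.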
* hit, by the source's call; ? = inconclusive; nt = not tested or not shown; & = joins results of further samples; [ ] = dose if it differs, or a comment. Unless noted, calls follow the shape of the dose curve; as a rule, active = well fitted curve in the direction sought with a large enough effect; inconclusive = small, poorly fitted or top-dose-only effect, or another doubt; inactive = no such curve, though single readings can be large; an effect the other way counts as inactive or inconclusive.

SMILES | ELG1 genotoxic | uPA generation | KCNH2 3.1 inh | RORg inh | FLuc modulator | Gal4-VP16 FLuc | Giardia kill | Tb PFK block | NPC1 promoter act | Coupling enz | Rab9 promoter act
COc1ccc(NC(=O)Cn2cc(C(=O)C3CC3)c3ccccc32)cc1 | 7% | 2% | -4 | -29% | 0%&-1% | -4% | -5 | -1% | -2% | 0 | -8%
Cc1ccccc1-c1nc(CS(=O)(=O)CC(=O)NCCCN2CC(C)CC(C)C2)c(C)o1 (stereo unspecified) | -2% | ? | -21 | -25% | 0% | ? | -9 | -1% | 2% | 1 | -4%
Cc1cccc(C)c1NC(=O)CNC(=O)c1ccncc1 | 0% | 5% | 5 | -2% | 2% | -15% | 1 | 0% | -4% | nt | 11%
Cc1cc(-c2nnc(SCCC(=O)Nc3ccccc3)o2)no1 | -8% | -1% | nt | 14µM* | 1% | ? | 6 | ? | -7% | nt | -4%
Cn1c(-c2ccc(N)cc2)nc2ccccc21 | ? | -10% | -6 | -38% | 19µM* | -3% | 7&-7 | 3% | ? | 0 | 4µM*
COc1ccc(S(=O)(=O)Nc2ccc(F)c(F)c2)cc1C(=O)N1CCOCC1 | 0% | 1% | -3 | 0% | -2% | 2% | -18 | 1% | 7% | 0 | -3%
Cc1ccc(OCc2cc(C(=O)N(C)Cc3cnn(-c4ccccc4C)c3)no2)cn1 | -1% | -4% | -5 | ? | ? | ? | -5 | -2% | 0% | nt | 0%
Cc1ccc(S(=O)(=O)Cc2ccc(C(=O)NCCCN3CCCC3=O)o2)cc1 | -2% | 2% | -4 | 9% | 0% | 6% | 22 | 1% | 0% | 0 | 2%
O=C(CSc1n[nH]c(-c2ccccc2Br)n1)NC(=O)NCc1ccco1 | -6% | 3% | -10 | 37% | 4%[2.3 µM] | 2% | -9 | -3% | -1% | -2 | 1%
C[C@@H](NS(=O)(=O)c1ccc(Br)cc1F)[C@@H](O)c1ccccc1 | 1% | 3% | -1 | nt | nt | nt | 4 | 1% | nt | nt | nt
COc1ccc(CNC(=O)CNS(=O)(=O)c2cccs2)cc1 | -1% | 6% | 8 | -18% | 0% | -3% | 21 | 1% | -4% | 2 | 3%
O=C(NNS(=O)(=O)c1ccc(F)cc1)C1CCN(Cc2cccc(F)c2)CC1 | -1% | 5% | 10 | -1% | -1% | 0% | -10 | 0% | -2% | 4 | -4%
COc1cc2c(cc1OC)C(C1C(=O)CC(C)CC1=O)N(C(=O)CCl)CC2 (stereo unspecified) | -2% | 6% | nt | -36% | 0% | 6% | 6 | 6% | -2% | 0 | -1%
COc1ccccc1C(c1nnnn1C(C)(C)C)N1CCN(Cc2ccccc2)CC1 (stereo unspecified) | 6% | 5% | 5 | 4% | 1% | -3% | -2 | 2% | -1% | -1 | -10%
Cc1cccc(CCNC(=O)C2CCC(CNc3c(N4CCCC4)c(=O)c3=O)CC2)c1 (stereo unspecified) | -2% | -3% | 23 | 18% | 0% | -1% | -12 | -14% | -1% | 4 | -2%
COc1ccc2[nH]c(C)c(C(=O)CN(C)C)c2c1 | -2% | 5% | -3 | -27% | -13% | -16% | -17 | -2% | 9% | 1 | 5%
CC(OC(=O)CCCSc1nc2ccccc2s1)C(=O)NC(N)=O (stereo unspecified) | -1% | -3% | 0 | 4.5µM* | ? | 4µM* | -12 | 7% | -1% | -1 | -3%
CC(C)(C)NC(=O)c1cc([N+](=O)[O-])ccc1N1CCCCC1 | 0% | -1% | 3 | 12% | 8% | -5% | -6 | 5% | -1% | 2 | -7%
CS(=O)(=O)Nc1ccc(C(=O)Nc2ccc(S(=O)(=O)Nc3nccs3)cc2)cc1 | 0% | 8% | -6 | -20% | -2% | 4% | -15 | 0% | 0% | nt | 0%
COc1ccc(CNC(=O)/C=C/c2cc([N+](=O)[O-])ccc2OC(F)F)cc1OC | -1% | nt | 9 | -9% | 2% | -3% | -13 | 2% | -2% | 6 | 1%
O=C(NCC(=O)N1CCN(Cc2c(F)cccc2Cl)CC1)c1cccc(Cl)c1 | -1% | 3% | 5 | nt | 1% | nt | 1 | -4% | 4% | nt | -2%
CCSc1nc2c(cnn2-c2ccccc2)c(=O)n1N | ? | -5% | 8 | -33% | 13µM* | -3% | -6 | 3% | 2.2µM* | 1 | 1.3µM*
COc1ccc(-n2ccc(=O)c(C(=O)Nc3ccc(S(=O)(=O)Nc4nccs4)cc3)n2)cc1 | 0% | -6% | 0 | -6% | 6% | 2% | -5 | -24% | -6% | 2 | 1%
O=C(CSc1nnc(-c2cccnc2)n1Cc1ccco1)c1ccc(Cl)c(Cl)c1 | 3% | -4% | -12 | 7% | 6% | 4% | -1 | -21% | -1% | 3 | 3%
CCOC(=O)c1cn[nH]c1NC(=S)Nc1ccccc1 | ? | -6% | -18 | 0% | 2.1µM* | ? | -11 | -3% | 2.8µM* | -5 | 1.1µM*
(further entries)
SMILES | ELG1 genotoxic | uPA generation | KCNH2 3.1 inh | RORg inh | FLuc modulator | Gal4-VP16 FLuc | Giardia kill | Tb PFK block | NPC1 promoter act | Coupling enz | Rab9 promoter act
CC(C#N)(Nc1ccc(Cl)cc1)c1cccnc1 (stereo unspecified) | 10% | -21% | -7 | 12% | 3% | -4% | -7 | -9% | 0% | 0 | 1%
CC(Oc1ccc2c3c(c(=O)oc2c1)CCCC3)C(=O)NCc1ccncc1 (stereo unspecified) | -6% | 4% | -2 | ? | -6% | -15% | 12 | 0% | -1% | nt | 1%
CCOc1ccc(-n2c(C)cc(/C=N/Nc3nc(C)cc(=O)[nH]3)c2C)cc1 | -7% | 0% | 13 | -35% | -3% | 7% | 5 | 1% | 0% | -18 | 0%
COc1ccccc1-c1nnc(SCCN2CCOCC2)n1-c1ccc(C)cc1 | -1% | 5% | -11 | 4% | 0% | -3% | -3 | -2% | 2% | 3 | -2%
Cc1cc(C)n(-c2ccc(NC(=O)C3CCCCN3C(=O)c3occc3C)cc2)n1 (stereo unspecified) | 7% | 11% | -10 | 15% | -1% | -6% | 16 | 0% | 11% | nt | 3%
COC(=O)c1c(NC(=O)c2nn(C)cc2Cl)sc2c1CCCC2 | -6% | nt | 0 | 28% | ? | -6% | -7 | -2% | -6% | 0 | -2%
O=C(Nc1nncs1)c1cccc(S(=O)(=O)N2CCCCC2)c1 | 3% | 2% | -5 | 46% | -1% | ? | -10 | 0% | -3% | 11 | 2%
COc1cccc2sc(Nc3nc(-c4cc5ccccc5oc4=O)cs3)nc12 | 6% | -12% | -3 | ? | ? | ? | -9 | -3% | -26% | 0 | -19%
Cc1cc(C)n(-c2ccc(F)cc2CN2CCN(C3CCCC3)C(CCO)C2)n1 (stereo unspecified) | 0% | 1% | 29 | -6% | -1% | 6% | 3 | 0% | -5% | 0 | -3%
CC(c1ccccc1)c1nnc(NC(=O)Nc2ccccc2)s1 (stereo unspecified) | -4% | 9% | 3 | ? | ? | 3% | 4 | 1% | 1% | 0 | 1%
Cc1nc2cc(N3CCCCC3)c(NC(=O)c3cccnc3)cc2c(=O)n1Cc1ccccc1 | 1% | 2% | -3 | -28% | -3% | ? | 3 | 2% | -4% | -1 | 0%
CN1CCc2c(c3c(n2C)CCN(C)[C@@H]3c2cccnc2)[C@H]1c1cccnc1 | 2%&-2% | 6% | 5 | 5%&0% | -4%&-2% | -11%&-15% | -20 | 3%&1% | 0%&-1% | -2&1 | -1%&1%
Cc1cccc(C(=O)NNC(=O)c2ccccc2Br)c1 | 12% | -12% | 1 | -1% | ? | ? | ? | 0% | 21% | 0 | 7%
CC1(C)CC(=O)c2cc(C(=O)O)c(=O)n(-c3ccccc3)c2C1 | -1% | 2% | 10 | 9% | 1% | 11% | 3 | -2% | -2% | 5 | 0%
COC(=O)CNC(=O)CN(c1ccc(OC)cc1OC)S(=O)(=O)c1ccccc1 | 1% | 20% | -5 | nt | -2% | nt | -14 | 0% | -1% | nt | -9%
CCN(CC)CCN1C(=O)Cn2c(C)c(C)c3cccc1c32 | -6%&-5% | 13%&-10% | -2&-4 | ? | -1%&-3% | 9%&-5% | 4&30 | -7%&-1% | 2%&-4% | -4&-2 | -7%&-2%
Cc1nn(-c2ccccc2)nc1CNC(=O)C1CC1 | 4% | -2% | 11 | -6% | -10% | -4% | -5 | -2% | 2% | 4 | -4%
COc1ccc(-c2cc3ccccc3n2CC(O)CN2CCOCC2)cc1 (stereo unspecified) | -3% | 6% | 1 | 16% | 2% | 0% | -4 | 3% | 2% | 1 | -11%
Cn1c(NC(=O)c2ccco2)c(-c2ccccc2)c(=O)c2ccccc21 | 0% | -1% | -14 | 15% | 9% | 8% | 15 | 3% | -3% | 1 | 6%
